Dyrk1A ADPGlo = blocks rat Dyrk1A kinase activity | inhibition, % at 12.5 µM | Q63470 | ADP-Glo luminescence, NFATc1 peptide | hit rate 0.43% among 310,000 | AID 504441; in the data active = inhibition above about 50%;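 also: plate controls were vehicle with enzyme for no effect and no enzyme for full effect; many of its hits are not listed in these tables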
HSP90 inh = blocks HSP90-mediated luciferase refolding in reticulocyte lysate; Rabbit reticulocyte lysate, luciferase refolding luminescence, 3 h; inhibition, % at 5.6 µM; hit rate 0.91% among 290,000; AID 1789;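 active = inhibition above the screen-wide mean plus 3 SD, computed separately per campaign, cut at about 16% in these data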;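 also: 0% = DMSO wells and 100% = 60 µM geldanamycin wells; inhibitors lower the luminescence because luciferase stays unfolded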
AI-2 QS mod = modulates the Vibrio harveyi AI-2 quorum sensing system | activity change, % at 7.5 µM | Vibrio harveyi JMH597 AI-2 luminescence/OD600 ratio, 9 h; hits give low values; strain lacks LuxN and CqsS sensors; 0 = neutral-control median | hit rate 0.4% among 300,000; in the data active = activity change below about -75%, passing the limit was not always enough; inconclusive = no clear call, values can overlap the other calls;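 also: luminescence divided by OD600 gain over 9 h not by final OD600 alone; inactives centre near 13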
Platelet DG rel = modulates dense granule release in human platelets; human platelet-rich plasma, SFLLRN dense granule ATP release, luminescence; hit rate 0.22% among 300,000; inhibition, %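 (compounds screened at 7.5 µM in platelet-rich plasma)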;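 active = mean replicate score, as percent of positive control, at or above 50; inconclusive = mean below 50 but at least one replicate at or above 50; inactive = mean and every replicate below 50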
PolyA inh = blocks polyadenylation in yeast reporter cells | S. cerevisiae SKY197-pL101 polyadenylation reporter, beta-gal luminescence; efflux-impaired pdr1/pdr3 knockout yeast; score 100 = 6 SD above DMSO | calls only at 12 µM | hit rate 0.02% among 300,000 | AID 1875;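 active = lowest replicate activity score at least 50, where 100 means six control SD above control mean; inconclusive = lowest score under 50 but half or more replicates reach 50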;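 also: yeast exposed to compound for 9 h at 30 °C; higher score means more reporter readthrough which indicates perturbed polyadenylation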
HDAC3 inh = human HDAC3 inhibition; recombinant HDAC3, fluorogenic peptide/trypsin coupled, fluorescence; hit rate 0.15% among 320,000; inhibition, % at 8.3 µM; O15379; in the data active = inhibition above about 26%, passing the limit was not always enough; inconclusive = no clear call, values can overlap the other calls
HSF1 inh = HSF1 inhibition; NIH3T3-HGL HSE-luciferase, MG132-induced, luminescence 8 h; hits give low values; activity change, negative = inhibition, % at 7.5 µM (by protocol); hit rate 0.77% among 300,000;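 active = more than half of replicate wells show activity change below -50%, luminescence cut by over half; inconclusive = some wells, but at most half, below -50%; inactive = no replicate well below -50%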;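 also: luciferase reports HSF-1 transcriptional activity via heat shock element; 0% = median of DMSO wells and -100% = zero luminescence signal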
HSF1 activator = increases HSF-1 driven luciferase reporter signal. NIH3T3-HGL HSF-1 luciferase reporter, MG132, 8 h; 100% = twice DMSO control signal. activation, % at 9 µM. hit rate 1.7% among 300,000. AID 504408;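 active = mean replicate activation of at least 50% with a set share of replicates each reaching 50%; inconclusive = only one of those two conditions met; inactive = mean below 50% and too few replicates reaching it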;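 also: 0% = median of the neutral control wells and 100% = twice that signal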
GSK3B inh = inhibitors of human GSK3beta kinase; AID 2097; hit rate 0.038% among 300,000; P49841; activity score (negative = inhibition), % at 10 µM; GST-GSK3beta kinase, ADP-Glo luminescence, 60 min; hits give low values;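 active = more than half of replicate wells score below -50%, meaning over 50% inhibition versus plate controls; inconclusive = some replicates but at most half score below -50%; inactive = no replicate scores below -50%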;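 also: 0% = median DMSO wells and -100% = median GW8510 positive control wells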
Target sequence (P49841 whole entry, looked up): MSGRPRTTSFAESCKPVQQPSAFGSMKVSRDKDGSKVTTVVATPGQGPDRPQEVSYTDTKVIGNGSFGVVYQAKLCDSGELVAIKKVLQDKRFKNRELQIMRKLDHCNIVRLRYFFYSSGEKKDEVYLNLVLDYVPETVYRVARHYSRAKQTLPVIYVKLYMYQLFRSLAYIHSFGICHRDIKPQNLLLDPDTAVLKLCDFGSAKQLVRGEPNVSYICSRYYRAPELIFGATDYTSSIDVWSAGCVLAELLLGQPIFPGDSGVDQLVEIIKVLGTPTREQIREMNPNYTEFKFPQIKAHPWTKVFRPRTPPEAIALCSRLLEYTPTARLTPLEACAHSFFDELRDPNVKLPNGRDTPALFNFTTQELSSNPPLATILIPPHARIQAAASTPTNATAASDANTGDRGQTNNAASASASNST
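Assay system: GST-fused GSK3beta enzyme, cell-free / Medium: Tris pH 7.5 buffer with MgCl2, DTT, BSA, heparin / Also added: peptide substrate plus 25 µM ATP (final) / Compound: 10 µM single point / Timing: kinase reaction with compound 60 min at room temperature / Detection: ADP-Glo luminescence / Benchmarks: DMSO neutral wells and GW8510 at 20 µM as positive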
GSK3 alpha inh = inhibitors of human GSK-3 alpha kinase. ADP-Glo luminescence, 60 min. inhibition, % at 10 µM. hit rate 0.1% among 320,000;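 in the data active = inhibition above about 50%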;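 also: GST-tagged GSK-3 alpha with peptide substrate and 25 µM ATP; 0% = DMSO neutral wells and 100% = GW8510 positive control wells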
Target sequence (P49840 whole entry, looked up): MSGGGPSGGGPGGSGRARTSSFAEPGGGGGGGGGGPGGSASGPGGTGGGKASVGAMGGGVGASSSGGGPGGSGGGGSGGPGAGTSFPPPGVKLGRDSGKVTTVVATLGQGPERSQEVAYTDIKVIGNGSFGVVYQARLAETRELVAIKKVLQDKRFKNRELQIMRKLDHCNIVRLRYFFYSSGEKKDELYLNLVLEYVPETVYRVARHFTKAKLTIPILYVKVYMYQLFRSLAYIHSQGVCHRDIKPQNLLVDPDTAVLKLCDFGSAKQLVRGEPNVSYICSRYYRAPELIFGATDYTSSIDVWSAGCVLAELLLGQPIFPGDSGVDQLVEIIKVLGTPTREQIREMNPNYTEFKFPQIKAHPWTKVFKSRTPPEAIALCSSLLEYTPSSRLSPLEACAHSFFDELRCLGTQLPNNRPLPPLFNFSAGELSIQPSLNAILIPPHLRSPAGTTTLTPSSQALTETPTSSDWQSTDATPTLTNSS
* hit, by the source's call; i = inactive; ? = inconclusive; · = no result given.

SMILES	Dyrk1A ADPGlo	HSP90 inh	AI-2 QS mod	Platelet DG rel	PolyA inh	HDAC3 inh	HSF1 inh	HSF1 activator	GSK3B inh	GSK3 alpha inh
Cn1c(N)c(C(=O)COC(=O)c2cc(-c3ccco3)nc3ccccc23)c(=O)n(Cc2ccccc2)c1=O	·	-1	22	3	i	5	-3	24	3	6
CCOC(=O)C1CCN(C(=O)c2ccc3c(c2)S(=O)(=O)c2ccccc2C3=O)CC1	1	-4	31	-1	i	5	-2	3	3	-1
Cc1cc(C(=O)CN2C(=O)C(=O)N(C)C2=O)c(C)n1-c1cccc(S(=O)(=O)N2CCOCC2)c1	-7	-1	14	-11	i	-11	-2	-10	0	-2
Cc1cccc2cc(C#N)c(SCC(=O)Nc3ccccc3N3CCOCC3)nc12	-9	-4	-3	-4	i	-6	-13	-13	2	5
O=C(c1ccc(C#CC2(O)CCCCC2)cc1)N1CCOCC1	-1	7	24	-3	i	4	7	5	-8	-1
N#CCCn1cc(/C=N/NC(=O)c2ccncc2)c(-c2ccc(F)cc2)n1	4	-4	22	-2	i	5	2	3	-6	12
CCOC(=O)Cn1c(=O)c2c(nc3n2CCCN3CCc2ccccc2)n(C)c1=O	2	-2	19	-14	i	-1	2	-4	0	-2
COc1ccc(CNC(=O)CN(c2ccc(OC)cc2)S(=O)(=O)c2c(C)[nH]c(=O)[nH]c2=O)cc1	0	6	3	2	i	·	-1	-15	1	·
COc1ccc2c(c1)c1nc3n(c(=O)c1n2CC(=O)Nc1ccccc1)CCCS3	-1	2	21	4	i	-1	0	13	6	-2
N/C(=N\OC(=O)COc1ccc(Cl)cc1)c1cccnc1	-3	-4	?	-8	i	·	19	31	1	·
COc1cc(O)c(C(CC(=O)N2CCCCC2)c2cc(OC)c(OC)c(OC)c2)c(OC)c1 (stereo not given)	-3	·	-2	7	i	-2	-3	-7	1	5
COC(=O)c1cc(Br)c(=O)n(CCc2ccc(F)cc2)c1	-1	2	9	0	i	-3	11	5	4	-1
COc1ccc(CSc2nnc(C)s2)cc1F	-9	0	6	0	i	8	8	6	1	0
O=C(CN1C(=O)COc2ccc(S(=O)(=O)N3CCCC3)cc21)NCc1ccccn1	0	-4	5	-1	i	0	-3	0	3	-1
COc1ccc(NS(=O)(=O)c2cc(C(=O)O)ccc2C)cc1	1	0	32	-8	i	0	-9	4	0	-4
COc1nccnc1NS(=O)(=O)c1ccc(NCc2cc(Br)ccc2O)cc1	-2	6	52	5	i	3	20	16	3	-1
ClCC1CSC(=NC23CC4CC(CC(C4)C2)C3)O1 (stereo not given)	-2	4	31	0	i	1	30	59*	1	0
O=C(CCCC(=O)Nc1ccccc1Br)N/N=C/c1c(F)cccc1Cl	-3	-5	3	-4	i	3	-2	7	-2	0
Clc1ccccc1COc1ccccc1-c1nnco1	32	1	-3	-6	i	-1	-6	9	-3	4
Nc1nonc1-n1nnc(C(=O)N/N=C/c2ccc3c(c2)OCO3)c1-c1ccccc1	22	5	10	21	i	-1	-10	5	-1	6

The final two records of the part above are carried over, then new ones follow:
SMILES	Dyrk1A ADPGlo	HSP90 inh	AI-2 QS mod	Platelet DG rel	PolyA inh	HDAC3 inh	HSF1 inh	HSF1 activator	GSK3B inh	GSK3 alpha inh
Clc1ccccc1COc1ccccc1-c1nnco1	32	1	-3	-6	i	-1	-6	9	-3	4
Nc1nonc1-n1nnc(C(=O)N/N=C/c2ccc3c(c2)OCO3)c1-c1ccccc1	22	5	10	21	i	-1	-10	5	-1	6
COc1cccc(Nc2nc(-c3cccs3)nc3ccccc23)c1	2	-4	22	4	i	1	-9	8	-3	-1
C/C(=N\O)C1(C)N(O)C(C)(C)C(c2ccc(F)cc2)=[N+]1[O-] (stereo not given)	3	-3	8	-41	i	3	1	-1	4	-1
C=C1CCC[C@]2(C)C[C@H]3OC(=O)C(CN4CCOCC4)[C@H]3C[C@@H]12 (stereo not given in full)	0	7	6	-3	i	-1	16	20	-1	0
CCCCOc1cccc(C(=O)N(Cc2ccccc2)C2CCS(=O)(=O)C2)c1 (stereo not given)	0	1	-12	-12	i	8	-1	-7	2	-2
CCc1c(C)c2nncn2[nH]c1=O	16	5	38	1	i	-1	4	-3	3	0
Cc1ccc(S(=O)(=O)N2CCCCC2C(=O)O)cc1 (stereo not given)	-3	2	13	-5	i	0	4	24	6	-3
Nc1nnc(SCc2ccc(F)cc2)s1	4	1	19	-2	i	3	5	6	-1	0
CN=c1sc(C(=O)Nc2ccccc2)c(C)n1C	-1	-5	17	2	i	-2	-3	-11	5	2
CCC(C)NCC(=O)Nc1ccc([N+](=O)[O-])cc1C(=O)Nc1ccccc1F (stereo not given)	1	1	12	7	i	1	6	17	-2	-5
COCCNC(=S)NC(=O)CC12CC3CC(CC(C3)C1)C2	7	1	-18	-13	i	-3	-7	-4	1	-3
COc1ccc(NC(=O)CC2(CC(=O)O)CCCC2)cc1	2	0	25	2	i	2	-4	-2	7	-3
COc1ccc2c(c1OC)C(=O)N(C(C)C(=O)O)C2=O (stereo not given)	10	5	0	-9	i	4	·	·	1	-4
CC1(C)CC(=O)C(C=Nc2ccccc2Sc2ccccc2)=C(O)C1	2	-1	43	-9	i	-3	28	27	0	-1
CC(C)(C)NS(=O)(=O)c1ccc(CCC(=O)N2CCCC2)cc1	0	-2	16	1	i	9	-6	2	-2	-2
COc1ccc(CCN(C)C(=O)c2ccc(COc3ccccc3)o2)cc1OC	1	-2	56	-2	i	0	2	13	-2	3
C(=N\N1CCOCC1)/c1cccs1	-2	0	22	6	i	2	3	4	0	-2
CCOc1ccc(NC(=O)CC2C(=O)N(c3ccc(OC)cc3)C(=O)N2Cc2ccc(OC)cc2)cc1 (stereo not given)	3	-2	12	6	i	4	-1	-8	-1	-2
CCc1ccc(S(=O)(=O)c2nnn3c2nc(NCCNC(C)=O)c2ccccc23)cc1	-5	1	4	15	i	-3	6	-3	1	-3
c1cc(-c2cn(C[C@H]3CC[C@@H]([C@@H]4CC[C@H](Cn5cc(-c6ccsc6)nn5)O4)O3)nn2)cs1	10	-2	14	-3	i	5	5	8	4	1
O=C(Nc1ccnn1C1CCN(Cc2cccc(OCCO)c2)CC1)C1CC1	4	-4	26	-16	i	-3	-1	-19	-2	0
CC(=O)Oc1cc(C)cc2oc(=O)cc(-c3ccccc3)c12	38	-1	4	-1	i	3	4	7	-1	4
Cc1cc(C)n2nc(C(=O)OCCOc3ccc(Br)cc3)nc2n1	0	-2	-5	-7	i	-2	-2	2	-7	-3
N#CC1=C(N)OC2=C(CC/C2=C\c2ccccc2)C1c1ccccc1 (stereo not given)	0	2	0	-2	i	-3	15	9	-1	·
CCOC(=O)c1cccc(NC(=O)/C=C/c2cccc([N+](=O)[O-])c2)c1	1	-5	1	-2	i	-8	9	4	-4	-4
CC(C)(C)C(=O)Nc1cc(NC(=O)C(C)(C)C)cc(C(=O)Nc2c[nH]c(=O)[nH]c2=O)c1	·	·	22	2	i	-2	4	8	2	-1
COc1ccc2nc(NC(=O)CSc3nnc(C)n3N)sc2c1	13	12	31	28	i	0	11	9	-1	2
CC(=O)Nc1ccc(S(=O)(=O)N(C)CC(=O)OCC(=O)N(CC(C)C)C2CCS(=O)(=O)C2)cc1 (stereo not given)	-2	·	8	34	i	5	-3	-1	2	-4
O=C1c2ccccc2C(=O)N1CCCCCc1nc(-c2ccccc2)no1	3	1	21	-3	i	-1	1	-5	0	0
CC(=O)OCC1=C(C(=O)O)N2C(=O)C(NC(=O)c3ccc(COc4ccc(Cl)cc4)o3)C2SC1 (stereo not given)	1	0	31	1	i	3	10	13	2	-1
COC(=O)CNC(c1ccccc1)c1cc(C)ccc1NC(=O)CNC(=O)OCc1ccccc1 (stereo not given)	-2	-2	3	0	i	5	8	6	1	-2
COc1cc(/C=N/Nc2ccc(Cl)c(C(=O)O)c2)ccc1OC(=O)c1ccccc1F	1	54*	3	-3	i	6	-2	-3	-3	-3
O=C(NC1CC2CCCC(C1)N2C(=O)NC1CCCCC1)c1ccccc1 (stereo not given)	3	0	9	-6	i	4	-9	-12	5	-5
COc1ccc(CCNC(=O)C(=O)NCC2OCCN2S(=O)(=O)c2cc(F)ccc2F)cc1OC (stereo not given)	1	0	24	0	i	-10	6	42	0	0
CC(=O)N(C)C1=C(O)c2ccccc2C(=O)C1=O	5	8	-6	4	i	4	-90*	-92	1	0
CC(c1ccccc1)N1CCN(C(=O)CCl)CC1 (stereo not given)	1	0	7	-1	i	-10	-94*	-94	-2	-2
Cc1ccc2c(c1)c1nc3ccccc3nc1n2CCN1CCOCC1	·	-3	8	-6	i	10	13	4	-1	-1
COCCn1c(=NC(=O)/C=C/c2ccccc2)sc2cc(NC(C)=O)ccc21	-3	0	38	0	i	9	3	-1	2	-2
Cc1ccc(-c2csc(N3CCC[C@@H]3C(=O)NCCn3c(C(F)(F)F)nc4ccccc43)n2)cc1	8	-1	17	-3	i	-1	-1	3	1	0
Cc1cccc(-c2noc(-c3ccccc3C(=O)NCC3CCCO3)n2)c1 (stereo not given)	3	-4	23	-4	i	-1	7	5	4	-2
Cc1cc(-c2ccccc2)c2nncn2n1	8	0	16	0	i	-22	-15	-1	-2	1
CCOc1nc2c(c(-c3cccs3)c1C#N)Cc1ccccc1-2	·	-1	29	-2	i	2	2	-4	0	1
CCCNC(=O)Cn1cnc2sc(C(=O)NCCN(CC)CC)c(C)c2c1=O	6	8	5	-7	·	-2	-8	-9	2	-6
COc1ccc2c(c1)C(=O)CC(O)(C(F)F)O2 (stereo not given)	-2	1	6	-3	i	-2	12	-1	-6	-3
Cc1nnc(C)n1/N=C/c1cccn1C	-3	-2	3	11	i	7	4	-13	-10	-5
C=C(C)CCOC(=O)C(CC(=O)O)NCc1ccco1 (stereo not given)	-4	5	23	-1	i	-3	5	10	3	-1
COc1ccccc1C(=O)n1nc(C)cc1C	-4	0	13	2	i	-1	0	5	-13	-4
Cc1ccc(C)c(NC(=O)CCc2ccc(C)o2)c1	-7	-3	3	6	i	-18	0	6	-1	-2
O=C(c1ccc(Cl)c(Cl)c1)c1cnc(Nc2ccccc2)s1	-6	5	-15	5	i	5	-1	14	-6	-3
CCCOc1ccc(CN(C)c2ncnc(N)n2)cc1	-3	0	4	-1	i	0	-1	3	1	-2
Cn1c(SCC(=O)NC2CCCCC2)nnc1-c1ccccc1F	-11	-9	21	1	i	-5	-2	-22	2	0
CN(C(=O)c1cc2n(n1)C(C(F)(F)F)CC(c1ccco1)N2)c1ccccc1 (stereo not given)	2	2	20	-6	i	6	3	8	3	0

High-throughput results (PubChem BioAssay)

Only part of the results is shown, so the mix of outcomes need not match the whole.
